M1 ag: human M1 muscarinic receptor agonism; P11229; CHO-K1 hM1, Fluo-8 calcium fluorescence, agonist mode; 0% DMSO, 100% acetylcholine EC100; activation, % at 3 µM; hit rate 0.33% among 360,000; AID 588814;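 active means activation above the run's mean compound activation plus 3 SD, cut at about 16% in these data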;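 further: peak over basal fluorescence ratio within a 140 s kinetic read after compound addition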
Target sequence (P11229 whole entry, looked up): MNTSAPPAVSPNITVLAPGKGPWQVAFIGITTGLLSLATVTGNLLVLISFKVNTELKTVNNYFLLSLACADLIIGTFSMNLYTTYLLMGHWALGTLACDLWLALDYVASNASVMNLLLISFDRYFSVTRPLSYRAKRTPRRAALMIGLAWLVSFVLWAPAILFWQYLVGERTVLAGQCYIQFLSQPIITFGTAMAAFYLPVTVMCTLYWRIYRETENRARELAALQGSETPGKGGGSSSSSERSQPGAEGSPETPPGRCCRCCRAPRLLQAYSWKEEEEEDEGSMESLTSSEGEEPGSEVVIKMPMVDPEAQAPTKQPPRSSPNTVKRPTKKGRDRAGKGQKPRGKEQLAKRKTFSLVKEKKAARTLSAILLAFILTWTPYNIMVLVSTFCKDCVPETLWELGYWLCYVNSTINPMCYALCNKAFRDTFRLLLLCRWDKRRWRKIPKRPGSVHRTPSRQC
M5 antag: blocks acetylcholine activation of human M5 receptor; CHO-hM5 cells, Fluo-8 calcium fluorescence, ACh EC80; inhibition, % at 3 µM; hit rate 0.59% among 360,000; AID 624040;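 active means inhibition above a per-plate cutoff, the mean of that plate's test compounds plus 3 SD, cut at about 27% in these data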;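 further: 0% = acetylcholine EC80 with DMSO and 100% = DMSO without agonist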
TAAR1 agonist: human TAAR1 agonism. Q96RJ0. AID 624467. CHO RD-HGA16 TAAR1, Fluo-8 calcium fluorescence; vehicle wells 0%, saturating PEA agonist 100%. hit rate 0.99% among 360,000. activation, % at 3 µM;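 active means activation above the mean activation of all test compounds in the run plus 3 SD, cut at about 38% in these data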
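Assay system – CHO-derived RD-HGA16 cells with stable Gα16 and human TAAR1 · Compound dosing – one-point dosing at 3 µM (nominal) · Incubation – 17-24 h seeding, 75 min 37 °C dye, 30 min RT · Measured by – kinetic Fluo-8 calcium fluorescence · Control set – DMSO vehicle as 0%, PEA at EC100 as 100% · Repeats – single well for each compound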
M4 ag: CHRM4 agonism in calcium assay. P08173. activation, % at 3 µM. CHO-K1 hM4/Gqi5, Fluo-8 calcium fluorescence; vehicle 0%, full acetylcholine response 100%. hit rate 0.14% among 360,000. AID 624127;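 active means activation above the run mean over all test wells plus 3 SD, cut at about 32% in these data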;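 further: peak over basal fluorescence ratio per well then scaled between controls; 0% = DMSO wells and 100% = acetylcholine at EC100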
Target sequence (P08173 whole entry, looked up): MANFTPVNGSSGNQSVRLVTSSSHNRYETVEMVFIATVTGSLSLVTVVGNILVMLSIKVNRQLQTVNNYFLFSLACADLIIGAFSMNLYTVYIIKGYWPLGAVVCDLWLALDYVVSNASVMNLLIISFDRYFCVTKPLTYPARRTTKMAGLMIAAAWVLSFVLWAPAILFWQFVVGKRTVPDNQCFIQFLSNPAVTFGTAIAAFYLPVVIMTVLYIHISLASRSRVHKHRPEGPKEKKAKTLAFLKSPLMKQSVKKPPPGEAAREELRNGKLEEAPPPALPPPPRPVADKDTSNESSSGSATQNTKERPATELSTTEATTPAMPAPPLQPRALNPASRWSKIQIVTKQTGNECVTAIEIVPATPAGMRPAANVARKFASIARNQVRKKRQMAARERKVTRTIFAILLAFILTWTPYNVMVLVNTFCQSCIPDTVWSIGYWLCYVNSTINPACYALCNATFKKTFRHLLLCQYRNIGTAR
CHRM1 PAM: human CHRM1 positive allosteric modulation; P11229; CHO-K1 hM1, Fluo-8 calcium fluorescence, ACh EC20; 0% = ACh EC20, 100% = maximal ACh; activation, % at 3 µM; hit rate 0.088% among 360,000; in the data active means activation above about 19%, passing the limit was not always enough
CHRM1 antagonist: blocks human M1 muscarinic receptor | CHO-K1 hM1, Fluo-8 calcium fluorescence, ACh EC80 antagonist | inhibition, % at 3 µM | hit rate 1.3% among 360,000 | P11229;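 active means percent inhibition above its own plate's cutoff, namely the mean of that plate's compound wells plus 3 SD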;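 further: peak over basal fluorescence ratio during 140 s after agonist addition; 0% = ACh EC80 plus DMSO and 100% = DMSO alone without agonist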
M5 ag: agonists of human muscarinic M5 receptor (CHRM5) | AID 624037 | activation, % at 3 µM | CHO-K1 hM5 cells, Fluo-8 calcium fluorescence; 0% DMSO wells, 100% maximal acetylcholine response | hit rate 0.19% among 360,000;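 active means activation above the run's mean over test compounds plus 3 SD, cut at about 23% in these data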;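 further: signal is peak over basal fluorescence ratio across the kinetic read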
M4 antag: CHRM4 antagonism in calcium assay | P08173 | inhibition, % at 3 µM | CHO-hM4 cells, ACh EC80, Fluo-8 calcium fluorescence | hit rate 0.73% among 360,000;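 active means inhibition above its plate's cutoff, the mean inhibition of sample wells plus 3 SD, cut at about 27% in these data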;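 further: 0% = acetylcholine EC80 with DMSO and 100% = DMSO without agonist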
CHRM5 PAM: positive allosteric modulators of human muscarinic M5 receptor; P08912; CHO-K1 hM5, Fluo-8 calcium, ACh EC20 PAM; 0% = ACh EC20, 100% = ACh EC100; activation, % at 3 µM; hit rate 0.3% among 360,000;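 active means activation above the run cutoff, the mean activation of all test compounds plus 3 SD, cut at about 18% in these data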
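Assay system: CHO-K1 hM5 cells. Also added: acetylcholine at EC20 concentration, added after compound. Dosing: 3 µM, single dose. Times: compound preincubation 140 s before EC20 acetylcholine addition. Signal: Fluo-8 calcium fluorescence. Measure: % activation relative to EC20 and EC100 ACh responses. Repeats: singlicate, one well per test compound.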
Active calls of the source: *; . = no result given. The list is partial; the hit share may differ from the screen's.

SMILES	M1 ag	M5 antag	TAAR1 agonist	M4 ag	CHRM1 PAM	CHRM1 antagonist	M5 ag	M4 antag	CHRM5 PAM
COc1cc(C(=O)NNC(=O)c2n[nH]c3ccccc23)cc(OC)c1OC	-2	4	-2	0	14	-16	3	-3	-5
COCCn1c(C23CC4CC(CC(C4)C2)C3)n[nH]c1=S	-5	2	8	0	-4	4	-5	-6	-1
Nc1nc(Nc2ccc(Cl)cc2)nc(NCc2ccco2)c1[N+](=O)[O-]	-6	2	0	-1	-2	4	-3	3	-5
O=C(CCCc1ccccc1)NCc1cn2ccsc2n1	0	-6	0	1	5	-11	0	-19	-1
O=[N+]([O-])c1ncccc1OCc1ccc(Br)cc1F	-1	8	-6	2	6	-13	-3	-2	-6
CC(=O)Nc1ccc(S(=O)(=O)N2CCN=C2SCc2cccc(C)c2)cc1	2	13	10	17	-9	25	2	-7	-8
CC(C)(CO)Nc1nc(Cl)nc(NC2CCCCC2)n1	-5	18	0	0	2	-5	-7	-5	-10
CCOC(=O)CSc1nc(-c2ccccc2)nc2ccccc12	-6	8	13	-2	1	-10	-4	7	-3
CC1(C)CC(=O)C2=C(C1)c1c(ccc3ccccc13)NC2c1ccc(C(=O)O)cc1 (stereo unspecified)	-5	1	0	1	11	-5	-2	7	9
CCCn1c(=S)[nH]c2cc(C(=O)N3CCN(C4CCCCC4)CC3)ccc2c1=O	-12	4	8	1	2	-5	-6	-23	2
Cc1c(NC(=O)CN2C(=O)C3C4C=CC(C4)C3C2=O)c(=O)n(-c2ccccc2)n1C (stereo unspecified)	-2	-6	4	1	3	-5	-2	-2	1
c1ccc(CSc2nnc3ccc(-c4ccncc4)nn23)nc1	-1	17	10	0	3	-9	-2	14	3
CCC(C)Oc1nc(C)cc(C)c1S(=O)(=O)c1ccccc1C (stereo unspecified)	-7	-4	2	-3	-3	-9	-7	1	-1
NS(=O)(=O)c1ccc(CCNC(=O)c2cccc(S(=O)(=O)N3CCCC3)c2)cc1	-8	10	7	0	-1	-2	-4	8	7
CC1(C)CC(=O)C(C=Nc2ccc3c(c2)OCO3)=C(O)C1	-3	-2	4	3	-5	3	-3	-7	0
O=C(CN1CCN(C(=O)c2ccco2)CC1)Nc1ccc(Cl)c(S(=O)(=O)N2CCOCC2)c1	-6	8	10	2	5	-3	-2	4	-1
Cc1sc2nc(CC(=O)NN)[nH]c(=O)c2c1C	-5	12	2	3	-16	17	-6	7	-11
COc1ccc(/C=N/NC(=O)c2ccc3c(c2)OCO3)cc1	-4	7	4	1	-1	-2	-2	-6	-1
O=C(CSc1n[nH]c(-c2ccco2)n1)Nc1ccc(Br)cc1	3	-3	18	0	13	-20	-3	8	6
O=C(NCCN1CCCC1)c1ccc(CS(=O)(=O)c2c(Cl)cccc2Cl)o1	-14	5	1	1	-13	16	-5	0	-18
Cc1ccn2c(CNC(C)CCn3cccn3)c(C(=O)N3CCCCCC3)nc2c1 (stereo unspecified)	-4	11	2	1	6	-10	3	5	3
Cc1ccc(S(=O)(=O)NN2C(=O)/C(=C/c3ccccn3)SC2=S)cc1	-5	-5	27	0	-5	5	2	2	-7
CC1CCN(C(=O)COC(=O)c2cc3ccccc3oc2=O)CC1	-7	0	4	1	10	-20	-3	-11	3
CCCCCc1ccc(OCCCC[n+]2cccc(C)c2)c(CCCCC)c1	-1	21	60*	1	-31	25	-10	42*	-19
NS(=O)(=O)c1ccc(CCNC(=O)c2ccccc2OCc2ccc(F)cc2)cc1	-3	10	5	12	-5	2	2	-1	-7

In the list so far, these contain fluorine.
SMILES	M1 ag	M5 antag	TAAR1 agonist	M4 ag	CHRM1 PAM	CHRM1 antagonist	M5 ag	M4 antag	CHRM5 PAM
O=[N+]([O-])c1ncccc1OCc1ccc(Br)cc1F	-1	8	-6	2	6	-13	-3	-2	-6
NS(=O)(=O)c1ccc(CCNC(=O)c2ccccc2OCc2ccc(F)cc2)cc1	-3	10	5	12	-5	2	2	-1	-7

Following part
SMILES	M1 ag	M5 antag	TAAR1 agonist	M4 ag	CHRM1 PAM	CHRM1 antagonist	M5 ag	M4 antag	CHRM5 PAM
Cc1ccc(S(=O)(=O)N[C@H](C(=O)Oc2ccc3c(C(F)(F)F)cc(=O)oc3c2)c2ccccc2)cc1	0	9	.	3	5	-17	2	1	4
CCOC(=O)c1c(NC(=O)CC)sc(C(=O)NC2CCCC2)c1C	-4	12	-1	0	-2	-5	0	3	-6
COc1cc(NC(=S)NCc2ccco2)cc(OC)c1	-2	8	0	0	2	-26	-3	1	2
FC(F)(F)c1cccc(Cn2nnnc2-c2ccc(Cl)cc2)c1	-4	2	0	0	-11	3	-2	4	-7
Cc1cccn2c(=O)c(C=C(C#N)C#N)c(N3CCN(c4cccc(Cl)c4)CC3)nc12	-2	17	2	2	7	-7	-4	-5	-6
O=C(O)Cc1csc(-c2ccccc2)n1	-9	-2	7	0	12	-12	-2	-7	-6
CCOC(=O)CSc1snnc1-c1ccccc1	-5	8	4	0	8	-4	-6	-1	-3
COc1ccc(CNC(=O)C2(C)Cc3c(-c4ccc(N(C)C)cc4)ccnc3O2)cc1OC (stereo unspecified)	-8	-3	-2	-2	8	-13	-1	-12	2
COc1ccc(Cl)cc1NC(=O)COC(=O)CNC(=O)C1CCCCC1	-2	6	4	3	5	-5	1	6	4
Cc1nnc(NC(=O)C(C)Oc2ccc3c(C)cc(=O)oc3c2)s1 (stereo unspecified)	-1	1	8	-1	4	-31	1	-1	-1
CC(C)Oc1ccc(C(=O)NC2CCCCC2)cc1	-1	5	10	0	7	-47	-4	-10	-6
COc1c2occc2c(OC)c2c(=O)cc(C)oc12	-3	-3	0	2	-7	-16	1	7	4
N/C(=N\OC(=O)COc1ccc(Cl)cc1Br)c1cccnc1	-4	8	0	0	-2	5	2	16	-6
CCCCC(=O)Nc1cc(C(=O)NCCc2ccccc2)ccc1Cl	-5	-6	8	1	7	-9	-2	12	-6
Cc1ccc(-c2nnc(SCC(=O)N/N=C/c3ccc(C)s3)n2-c2ccccc2)cc1	-8	-4	12	0	7	-8	-2	1	1
CCCN(C(=O)CSCc1c(C)noc1C)c1c(N)n(Cc2ccccc2)c(=O)[nH]c1=O	-2	5	0	1	-6	21	0	-14	-1
CN(C(=O)c1cccc(NC(=O)Cc2ccc(NC(=O)C3CCN(S(=O)(=O)c4cccc([N+](=O)[O-])c4)CC3)cc2)c1)C1CCCC1	-2	-4	3	1	6	-11	0	-6	3
CCOC(=O)c1c(NC(=O)C(Sc2ccccc2)c2ccccc2)sc(C(=O)N(C)C)c1C (stereo unspecified)	-3	3	10	-2	-2	-1	-2	-3	-1
CC(C)CCn1nnnc1C(c1ccccc1)N1CCC(C(N)=O)CC1 (stereo unspecified)	-3	-2	5	1	2	-29	0	-3	1
O=C(CCSCCc1ccccn1)Nc1ccccn1	-1	-6	11	1	11	-1	0	-4	3
O=C(COc1ccccc1C(=O)NCc1ccccc1)Nc1ccccc1	-1	4	12	17	-6	13	5	-9	-21
CCN(c1cccc(C)c1)S(=O)(=O)c1ccc2c(c1)CCCN2C(C)=O	-4	-5	-1	3	-4	6	1	1	1
Cc1ccc(S(=O)(=O)NC(C)(C)CN2CCCCC2)cc1	-8	12	5	2	13	-19	1	-16	-6
O=C(O)c1cc(-c2c[nH]c3ccccc23)nc2cc3ccccc3cc12	-5	-4	1	0	7	-9	3	-2	11
COc1ccc(OC)c(NC(=O)CSc2nn3c(=O)c(C)nnc3s2)c1	-5	-4	0	1	9	-8	2	3	5

Three records picked at random from those above, as already listed:
SMILES	M1 ag	M5 antag	TAAR1 agonist	M4 ag	CHRM1 PAM	CHRM1 antagonist	M5 ag	M4 antag	CHRM5 PAM
CC(C)CCn1nnnc1C(c1ccccc1)N1CCC(C(N)=O)CC1 (stereo unspecified)	-3	-2	5	1	2	-29	0	-3	1
COc1ccc(CNC(=O)C2(C)Cc3c(-c4ccc(N(C)C)cc4)ccnc3O2)cc1OC (stereo unspecified)	-8	-3	-2	-2	8	-13	-1	-12	2
COc1cc(NC(=S)NCc2ccco2)cc(OC)c1	-2	8	0	0	2	-26	-3	1	2

(continued)
SMILES	M1 ag	M5 antag	TAAR1 agonist	M4 ag	CHRM1 PAM	CHRM1 antagonist	M5 ag	M4 antag	CHRM5 PAM
Cc1c(C#N)c(O)[nH]c(=O)c1N=Nc1ccc(S(N)(=O)=O)cc1	-2	9	0	1	6	-8	-1	7	2
Cc1cc2oc(=O)cc(CN3CCN(Cc4ccccc4)CC3)c2cc1Cl	-4	-7	9	1	1	-19	-12	5	2
O=C(/C=C/c1ccccc1)Nc1ncn[nH]1	-7	1	.	0	1	7	-1	3	2
CC1CCCC(C)N1C(=O)COC(=O)CCc1nc2ccccc2c(=O)[nH]1 (stereo unspecified)	-12	0	3	0	5	-6	-4	7	-3
CC1CCCN(C(=O)CN(C)S(=O)(=O)c2ccc3c(c2)c(=O)n(C)c(=O)n3C)C1 (stereo unspecified)	-2	-3	1	1	7	-7	-8	2	3
COc1ccc(NC(=O)CCNS(=O)(=O)c2ccc3c(c2)c(=O)n(C)c(=O)n3C)cc1	-13	-6	4	1	7	-8	-4	-5	11
CCN(CC)CCOC(=O)c1ccc(NC(=O)CSc2nnc(-c3cccs3)n2CC)cc1	-8	-6	4	2	2	-7	-7	-1	2
CCCC(=O)Nc1sc2c(c1C#N)CC(C)(C)NC2(C)C	-2	-7	2	0	12	-13	1	1	3
COc1ccc(CCNS(=O)(=O)c2cccs2)cc1	-3	9	4	1	5	-6	-6	2	-4
CCCNC(=O)c1nn2cc(Br)cnc2c1Cl	-3	7	9	1	4	7	-1	-2	-4
CC(=O)N1CCOc2ccc(S(=O)(=O)NCCc3ccc(Cl)cc3)cc21	-1	8	5	4	-2	11	-3	-5	-5
CCOc1ccc(NS(=O)(=O)c2ccc(C(=O)NCC3CCCO3)cc2)cc1 (stereo unspecified)	11	4	23	7	-3	-1	10	-2	-9
Cc1cc(C(=O)CSc2nc3ccccc3n2CCC#N)c(C)n1Cc1cccs1	3	5	12	9	-2	-1	-3	3	-6
CC(=O)NC(c1ccc(F)c(F)c1)c1nc(-c2cccs2)cs1 (stereo unspecified)	-1	14	2	1	15	-15	0	-2	-5
O=C(NC(=S)Nc1cccc2ncccc12)c1cccs1	-1	6	6	6	9	-5	0	-17	0
CCOc1ccc(S(=O)(=O)n2cnc3cc(C)c(C)cc32)cc1	-1	21	3	7	-9	24	4	8	-9
CCOC(=O)c1c(C)[nH]sc1=S	-3	5	2	0	6	-24	-2	-2	1
CCN(C(=O)c1cccnc1)c1ccccc1	-1	3	10	0	8	-28	-2	1	2
CC(=O)Nc1ccc(S(=O)(=O)NNC(=O)COc2cccc(C)c2)cc1	-4	2	7	1	8	-6	-3	5	6
CC(=O)c1c(C)[nH]c(C(=O)OCC(=O)Nc2cc(C(F)(F)F)ccc2N2CCOCC2)c1C	-1	0	2	5	8	-2	1	15	-1
COc1ccc(CCNc2oc(-c3ccc(OC)c(OC)c3)nc2C#N)cc1	-5	14	7	3	-7	4	-5	-1	-1
O=c1c2nccnc2[nH]c(=S)n1Cc1ccccc1	-2	-1	4	0	-1	0	3	-1	-2
Cc1nc2ccccc2nc(C)c1=NOCc1cccc(F)c1	-4	10	6	1	8	-14	0	-4	5
O=C(Nc1ccccc1)N1N=CCC1c1ccccc1 (stereo unspecified)	-2	2	2	1	-3	0	2	-7	-8

Screening results: PubChem, The Scripps Research Institute Molecular Screening Center
